ZTA counter: ZTA (EBV) inhibition in EBNA-1 counter-screen | AID 2234 | 320,000 compounds, 0.15% hits | P03206 | inhibition, % at 11 µM | ZTA-DNA binding, fluorescence polarization; in the data active means inhibition above about 33%
Target sequence (P03206 whole entry, looked up): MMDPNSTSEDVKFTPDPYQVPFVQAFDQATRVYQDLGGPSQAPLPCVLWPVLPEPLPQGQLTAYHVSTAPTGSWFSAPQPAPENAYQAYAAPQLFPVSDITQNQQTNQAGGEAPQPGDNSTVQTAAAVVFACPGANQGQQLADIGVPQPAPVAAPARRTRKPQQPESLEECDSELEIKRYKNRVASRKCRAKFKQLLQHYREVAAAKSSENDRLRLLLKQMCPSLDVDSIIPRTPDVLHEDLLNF
EBNA-1 inhibitor: blocks EBNA-1 binding to DNA. inhibition, % at 14.8 µM. EBNA-1 DNA binding, fluorescence polarization. 300,000 compounds, 0.34% hits; in the data active means inhibition above about 28%
CR mimetic SO: yeast age-related superoxide inhibition as caloric restriction mimetic | AID 2690 | 330,000 compounds, 0.18% hits | S. cerevisiae aged cells, superoxide DHE fluorescence; hits give low values | superoxide response (% of plate mean), % at 10 µM;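 active means superoxide response under a set limit, about three screen SD below normal, cut at about 65% in these data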;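 further: yeast aged for seven days with compound at 30 °C before DHE staining; 100% = average MFI of all compound-treated wells on the plate with controls excluded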
MCL1-BIM inh: inhibitors of human MCL1 binding to BIM-BH3 peptide. GST-MCL1 / FITC-Bim-BH3 fluorescence polarization. inhibition, % at 10.9 µM. 320,000 compounds, 0.68% hits. AID 2057;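 active means inhibition above the mean inhibition of all tested compounds plus 3 SD, set per campaign, cut at about 40% in these data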;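 further: 0% = DMSO wells and 100% = unlabeled Bim-BH3 peptide control; higher means more loss of mP so more displacement of Bim peptide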
Target sequence (Q07820 whole entry, looked up): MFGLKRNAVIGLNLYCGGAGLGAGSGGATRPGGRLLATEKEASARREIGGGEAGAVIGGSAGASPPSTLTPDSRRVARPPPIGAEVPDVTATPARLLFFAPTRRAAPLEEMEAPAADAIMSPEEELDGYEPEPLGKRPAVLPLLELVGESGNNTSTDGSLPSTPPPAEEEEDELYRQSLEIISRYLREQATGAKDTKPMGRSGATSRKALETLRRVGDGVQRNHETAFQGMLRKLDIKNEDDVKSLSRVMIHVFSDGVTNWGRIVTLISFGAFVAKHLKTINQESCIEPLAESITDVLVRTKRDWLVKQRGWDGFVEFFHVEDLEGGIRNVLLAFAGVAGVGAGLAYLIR
MEX-5 binding: C. elegans MEX-5 TCR-2 RNA binding activity; MEX-5/FITC-TCR2 RNA binding, fluorescence polarization; hits give low values; activity score (negative = inhibition of binding), % at 10 µM; 300,000 compounds, 0.38% hits; AID 1832;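 active means inhibition past about -25% in most replicates, and total fluorescence under double the plate's negative control median, limit read from the data; inconclusive means replicates evenly split on the limit, or fluorescence at least double controls; inactive means too little inhibition in most replicates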;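 further: 0% = DMSO and -100% = 5 µM competing unlabeled TCR2 RNA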
Fam108B inh: counter-screen for RBBP9 inhibitors: inhibitors of mouse Fam108B | recombinant Fam108B, FP-Rh probe fluorescence polarization | 300,000 compounds, 0.33% hits | inhibition, % at 9.51 µM | AID 1947;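 active means inhibition above the screen mean inhibition plus 3 SD, computed separately per campaign, cut at about 18% in these data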;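 further: inhibitors lower polarization as less probe binds the enzyme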
BCLXL inh: Bcl-xL (human) inhibition. Q07817. GST-Bcl-xL / FITC-Bim BH3 peptide fluorescence polarization. inhibition, % at 10.9 µM. 320,000 compounds, 0.7% hits. AID 2129;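 active means inhibition above the mean of all tested compounds plus 3 SD, cutoff set per campaign, cut at about 30% in these data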;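 further: 0% = DMSO wells and 100% = unlabeled Bim-BH3 peptide competitor; inhibitors lower millipolarization by displacing the labeled peptide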
Target sequence (Q07817 whole entry, looked up): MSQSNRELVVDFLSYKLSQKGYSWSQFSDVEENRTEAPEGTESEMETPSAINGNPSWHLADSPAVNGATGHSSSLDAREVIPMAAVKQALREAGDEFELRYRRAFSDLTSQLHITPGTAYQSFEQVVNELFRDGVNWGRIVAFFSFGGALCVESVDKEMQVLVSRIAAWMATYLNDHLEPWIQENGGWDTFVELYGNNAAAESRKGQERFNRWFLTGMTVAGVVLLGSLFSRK
GLD-1 TGE inh: GLD-1-TGE RNA interaction inhibition (C. elegans); purified GLD-1 + fluorescein TGE RNA, fluorescence polarization; inhibition, % at 5.96 µM; 320,000 compounds, 0.44% hits; Q17339;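 active means percent inhibition above a per-plate cutoff, the plate mean of test compounds plus 3 SD, cut at about 30% in these data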;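 further: 0% = DMSO wells with GLD-1 and probe and 100% = wells lacking GLD-1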
Efflux pump inh: inhibitors of Candida antifungal efflux pumps expressed in yeast. inhibition, % at 10 µM. 330,000 compounds, 0.44% hits. S. cerevisiae Candida pump triplex, Nile Red efflux;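 active means plate passing quality check with inhibition over a set limit, or well fluorescence over plate mean plus 4 SD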;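 further: Nile Red retained in pooled yeast measured as flow cytometry median fluorescence; 0% = buffer negative control and 100% = Enniatin B positive control; higher means more Nile Red kept so more efflux inhibition; some compounds called inactive have numbers as strong as hits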
* marks the source's active call; other numbers are inactive results; ? = inconclusive; nt = not tested or not shown.

SMILES	ZTA counter	EBNA-1 inhibitor	CR mimetic SO	MCL1-BIM inh	MEX-5 binding	Fam108B inh	BCLXL inh	GLD-1 TGE inh	Efflux pump inh
COc1ccc(Cl)cc1NC(=O)CC(=O)Nc1cc(Cl)ccc1OC	0.0	2.5	100.6	-3.9	2.1	0.9	-1.8	-2.8	0.0
O=C(COC(=O)C1CCCCC1)Nc1ccc([N+](=O)[O-])cc1	5.6	-2.7	101.2	7.7	-0.6	3.8	7.0	0.2	0.1
Cc1ccccc1NS(=O)(=O)c1cc(OCC(N)=O)c(C)cc1Cl	7.5	-11.1	88.0	8.7	1.5	-1.1	11.3	-3.1	0.1
O=C(NC1CC(=O)c2sccc21)c1ccc(Cl)cc1Cl (stereo not drawn)	-7.1	4.1	95.5	11.9	0.2	0.3	7.4	-6.5	-0.1
COc1cc(C(=O)NCc2ccc3c(c2)cc(C)n3C)cc(OC)c1OC	0.1	-2.8	97.0	29.4	-5.4	12.2	33.2*	34.8*	0.0
Cc1onc(-c2ccccc2Cl)c1C(=O)N1CC(C)OC(C)C1 (stereo not drawn)	24.4	7.3	88.5	0.2	-0.7	2.5	5.7	3.8	0.0
O=C(COC(=O)c1ccccc1)NCc1ccco1	4.8	-2.3	102.4	14.8	-0.6	-5.2	4.4	-3.2	0.1
COc1ccccc1C(=O)NCC(C)(C)CN=C1NS(=O)(=O)c2ccccc21	-5.9	-10.2	100.3	7.8	1.0	2.8	7.9	10.6	0.0
CCCn1c(SCc2ccc(C(=O)OC)o2)nc2ccccc2c1=O	8.3	3.6	108.1	-1.4	-3.0	2.1	0.2	6.0	-0.1
CC(CC(=O)O)C(=O)c1ccc(Cl)c([N+](=O)[O-])c1 (stereo not drawn)	-4.2	-3.3	108.5	-1.1	-0.8	2.9	2.9	4.0	0.1
Cc1cc(C)c(-c2csc(NC(=O)CCCc3nc4ccccc4c(=O)[nH]3)n2)c(C)c1	-26.1	1.8	77.0	-5.5	2.3	1.0	-2.9	7.2	0.2
O=C(Cn1c(=O)oc2ccccc21)N1CCN(c2ccccc2)CC1	4.7	-3.1	100.3	3.0	5.3	0.5	0.1	-1.5	0.0
COc1ccc(S(=O)(=O)N[C@@H](CC(C)C)C(=O)O)cc1	-4.1	2.1	97.4	0.2	-0.3	-3.6	1.5	3.4	0.0
CC(=O)Nc1ccc(S(=O)(=O)NNC(=O)COc2ccc(C(C)(C)C)cc2)cc1	0.8	5.9	96.5	3.3	-4.2	1.4	7.5	-1.7	0.1
O=C(Nc1nc(-c2ccc3c(c2)OCO3)cs1)C1COc2ccccc2O1 (stereo not drawn)	-0.5	0.0	126.1	4.9	1.8	-10.1	0.5	3.9	0.2
CCCCCCCCC(=O)O	-5.5	4.5	113.2	10.2	0.8	-1.4	6.8	3.3	-0.1
COCCNC(=O)NC(=O)COC(=O)c1ccc2[nH]c3c(c2c1)CCCC3	-8.7	-3.0	110.3	2.8	0.9	-1.6	-8.2	8.2	0.2
O=C(NCc1ccc(F)cc1)C1CCCN(S(=O)(=O)c2cccc3nsnc23)C1 (stereo not drawn)	-2.8	-14.0	89.3	3.7	-2.2	-2.4	3.3	5.4	-0.1
CC1CCCN(C(=O)CSCC(=O)Nc2nc(-c3cccs3)cs2)C1 (stereo not drawn)	4.0	15.7	90.0	9.7	-0.1	0.5	5.0	-1.6	-0.1
CC(C)(C)SCCNS(=O)(=O)c1ccc(C#N)cc1	2.2	7.3	115.3	-5.3	-0.1	0.4	1.6	7.3	0.0
CCCCNC(=S)N(Cc1c(C)noc1C)c1ccccc1	12.7	1.3	100.9	9.6	-0.8	4.1	4.0	3.2	0.1
CCN(CC)C(=O)c1sc2[nH]c(=S)n(-c3ccccc3)c(=O)c2c1C	-8.6	-7.1	142.4	4.3	0.6	0.9	6.7	8.1	-0.9
COC(=O)COC(=O)c1ccc(Oc2nc(OC)nc(N(C)C)n2)cc1	17.4	4.3	108.8	-15.1	-0.6	-2.0	-3.9	3.5	0.1
COc1ccc(CN2C(=O)C(O)(CC(=O)c3c(C)n[nH]c3C)c3ccccc32)cc1OC (stereo not drawn)	-4.6	-0.3	105.5	1.8	nt	0.4	-2.5	-5.1	-0.3
COc1ccc(OC)c(Nc2ncnc3sccc23)c1	-10.3	-4.1	98.1	-8.7	-1.2	2.5	2.7	-4.1	-0.2
New compounds follow
SMILES	ZTA counter	EBNA-1 inhibitor	CR mimetic SO	MCL1-BIM inh	MEX-5 binding	Fam108B inh	BCLXL inh	GLD-1 TGE inh	Efflux pump inh
Cc1cc(C(=O)Nc2c(C)cccc2C)n(-c2ccccc2)n1	12.5	4.2	94.6	3.2	1.0	-2.2	5.3	-1.6	-0.2
COc1ccc2c(C)c(Cc3ccccc3)c(=O)oc2c1OC	4.3	-6.7	74.1	0.5	3.8	5.1	3.1	2.4	0.2
C#CCOCCOCCOCCNc1nc(N2CCN(C(=O)[C@H](CCCCN)n3cc(C(N)[C@H](C)CC)nn3)CC2)nc(N2CCN(C(=O)[C@H](CCC(=O)O)n3cc(C(N)[C@H](C)CC)nn3)CC2)n1 (stereo partly drawn)	13.3	3.6	100.1	2.4	0.3	-2.9	5.7	-4.3	0.0
CCOc1ccc(C(CC(=O)O)NC(=O)COc2ccc3ccccc3c2)cc1OC (stereo not drawn)	-8.8	-5.7	111.9	-2.2	1.6	2.0	-1.0	3.8	0.2
O=C(Nc1cccnc1)c1cc(-c2ccc(Cl)c(Cl)c2)on1	3.4	6.6	112.4	0.1	4.3	-14.6	-2.8	-6.1	-0.1
Cc1cccc(NC2=NC(=S)N(CC#N)C23CCCCC3)c1	6.8	3.9	116.0	3.1	0.9	-3.4	0.8	3.9	-0.1
C=CCCOc1ccccc1C(N)=O	-13.0	0.8	102.0	6.6	-2.4	-0.9	8.3	6.0	0.1
COc1ccc(-c2nc(C#N)c(NCC3CCCO3)o2)cc1 (stereo not drawn)	-12.8	2.7	84.8	7.9	1.5	6.7	5.6	4.1	-0.1
CNC(=O)N1CCC(C(=O)c2c(C)c(C)c(C)c(C)c2C)CC1	-9.3	3.1	96.1	18.2	1.8	5.4	6.4	0.0	-0.1
Nc1ccc(OCc2ccco2)cc1	6.5	-6.5	105.0	6.1	-2.1	-1.8	9.9	7.8	-0.1
CCN(CC)c1ccc2c(c1)OC(N)=C(C#N)C2c1cccnc1 (stereo not drawn)	-18.7	0.0	89.4	-12.2	?	-24.6	17.9	-59.7	0.2
CCOc1ccc(Cc2c(Cl)nc(SC)nc2N(C)C)cc1	4.7	-1.3	100.6	4.2	0.8	-4.3	2.7	0.7	-0.1
COc1cc(-c2nc3n(n2)C(c2cccc(OC)c2OC)C2=C(CCCC2=O)N3)cc(OC)c1OC (stereo not drawn)	3.3	84.5*	115.0	8.9	1.0	-3.7	6.2	-7.5	0.1
CC(C)c1onc(C(=O)NCc2ccccn2)c1[N+](=O)[O-]	-17.8	-7.8	115.0	0.5	-2.3	-3.2	3.0	0.2	0.0
CCOc1ccc(NC(=O)C2CSC(c3ccncc3)=N2)cc1 (stereo not drawn)	2.2	-7.8	97.3	7.1	-2.6	3.1	3.4	-1.1	0.1
COc1cc(C(=O)N(CCc2ccccc2)C2CC3CCC(C2)N3C)cc(OC)c1OC (stereo not drawn)	3.9	-6.5	93.8	0.7	-2.4	-1.7	0.0	3.2	0.1
Cc1ccc(OCC(=O)Sc2ccc(C)cc2)cc1	-18.8	-11.9	117.2	0.9	0.9	-2.4	1.6	5.1	-0.2
Cc1nn(-c2ccccc2)c(C)c1NC(=O)COC(=O)c1ccc(S(=O)(=O)C(F)F)cc1	-0.8	2.5	92.5	-1.3	1.2	-0.6	-1.6	2.8	0.3
O=C(Nc1ccc(C(O)(C(F)(F)F)C(F)(F)F)cc1)c1ccc(Cl)c([N+](=O)[O-])c1	-5.0	-6.0	106.1	5.1	5.1	-21.8	3.7	5.0	0.1
O=C(Cc1ccccc1F)Nc1nc(-c2ccc(F)cc2)cs1	7.5	5.4	125.6	1.5	-2.0	-11.2	4.2	-7.3	0.5
CCS(=O)(=O)N1CCC(NC(=O)c2cc(OC)cc(OC)c2)CC1	14.3	4.2	97.0	7.9	0.9	-1.8	1.5	3.5	-0.1
O=C(CCN1C(=O)C2C3C=CC(C4CC34)C2C1=O)Oc1ccc(Br)cc1 (stereo not drawn)	-5.7	-2.6	91.2	0.4	-0.5	-0.1	1.4	-1.3	0.0
CC(=O)c1cccc(N(CC(=O)NC2CCCCC2)C(=O)Cn2nnc(-c3ccccc3)n2)c1	-2.6	-8.2	106.4	5.6	3.5	-0.1	3.7	5.3	0.2
CNS(=O)(=O)c1ccc(N2CCCC2=O)c([N+](=O)[O-])c1	-16.3	6.8	95.8	1.8	-1.9	-2.6	1.4	7.2	-0.7
COC(=O)C1CCN(c2ccc(C(N)=O)cc2[N+](=O)[O-])CC1	8.2	4.0	91.8	4.6	-3.3	-5.9	3.6	4.6	0.0

7 records drawn at random from the list so far, as already listed:
SMILES	ZTA counter	EBNA-1 inhibitor	CR mimetic SO	MCL1-BIM inh	MEX-5 binding	Fam108B inh	BCLXL inh	GLD-1 TGE inh	Efflux pump inh
CCN(CC)c1ccc2c(c1)OC(N)=C(C#N)C2c1cccnc1 (stereo not drawn)	-18.7	0.0	89.4	-12.2	?	-24.6	17.9	-59.7	0.2
CNS(=O)(=O)c1ccc(N2CCCC2=O)c([N+](=O)[O-])c1	-16.3	6.8	95.8	1.8	-1.9	-2.6	1.4	7.2	-0.7
Nc1ccc(OCc2ccco2)cc1	6.5	-6.5	105.0	6.1	-2.1	-1.8	9.9	7.8	-0.1
CCOc1ccc(Cc2c(Cl)nc(SC)nc2N(C)C)cc1	4.7	-1.3	100.6	4.2	0.8	-4.3	2.7	0.7	-0.1
O=C(Cc1ccccc1F)Nc1nc(-c2ccc(F)cc2)cs1	7.5	5.4	125.6	1.5	-2.0	-11.2	4.2	-7.3	0.5
Cc1ccc(OCC(=O)Sc2ccc(C)cc2)cc1	-18.8	-11.9	117.2	0.9	0.9	-2.4	1.6	5.1	-0.2
CNC(=O)N1CCC(C(=O)c2c(C)c(C)c(C)c(C)c2C)CC1	-9.3	3.1	96.1	18.2	1.8	5.4	6.4	0.0	-0.1

(list continues)
SMILES	ZTA counter	EBNA-1 inhibitor	CR mimetic SO	MCL1-BIM inh	MEX-5 binding	Fam108B inh	BCLXL inh	GLD-1 TGE inh	Efflux pump inh
COc1ccc(C)cc1-n1nnnc1SCC(=O)NC1CCS(=O)(=O)C1 (stereo not drawn)	-14.7	nt	85.8	-6.1	nt	nt	-0.4	0.1	-0.1
Cc1ccccc1NC(=O)CC1(c2ccc(N(C)C)cc2)C(=O)c2ccccc2C1=O	-8.1	-3.6	105.3	5.6	0.6	3.6	2.3	-1.9	0.0
CC(CCCC(C)(C)O)NCCO (stereo not drawn)	-13.9	-4.4	99.6	-0.9	-0.5	-5.2	-4.3	6.0	0.2
O=C(CCN1C(=O)/C(=C\c2ccccc2Cl)SC1=S)Nc1cccnc1	-0.6	4.2	99.5	-3.4	-0.8	2.6	-2.9	9.4	0.2
Cc1csc(NC(=O)c2c(-c3ccccc3)noc2C)n1	7.2	-0.1	113.6	1.1	-0.2	0.4	2.6	-8.8	0.2
CCC(=O)Nc1nnc(S(=O)(=O)N2CCCc3ccccc32)s1	11.6	11.9	109.0	5.7	4.0	-0.2	6.5	4.7	-0.3

Bioassay records from PubChem.
